PolyA inh: yeast polyadenylation inhibition; S. cerevisiae SKY197-pL101 polyadenylation reporter, beta-gal luminescence; efflux-impaired pdr1/pdr3 knockout yeast; score 100 = 6 SD above DMSO; 300,000 tested, 0.02% active; calls only at 12 µM;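 active = lowest replicate activity score at least 50, where 100 means six control SD above control mean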;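 also: yeast exposed to compound for 9 h at 30 °C; higher score means more reporter readthrough which indicates perturbed polyadenylation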
TRPC4 inh: blocks the mouse TRPC4 cation channel | Q9QUQ5 | HEK293 TRPC4beta/mu-opioid, DAMGO-evoked Fluo4 calcium flux; hits give low values | B-score at 10 µM | 300,000 tested, 0.39% active | AID 2247;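 active = B-score over 3 SD under the library average, no early fluorescence shift, positive overall ratio signal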
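Material: HEK293 cells with stable TRPC4beta plus mu-opioid receptor expression; probe or stimulus: DAMGO in two steps, submaximal then maximal; technique: Fluo4 calcium fluorescence by kinetic imaging, 5 s 1 Hz baseline; measure: integrated fluorescence ratio relative to baseline, converted to per-well B score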
hERG protect: hERG (human) protection from proarrhythmic block; CHO-hERG, FluxOR thallium flux, dofetilide IC70 present; activation (rescue from dofetilide block), less the hit threshold, % at 10 µM; 310,000 tested, 0.51% active; AID 1511;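 active = activation above the mean of controls blocked by dofetilide plus 5 SD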;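 also: thallium influx through hERG after potassium depolarization seen as dye fluorescence rise; in these data hits start at about 4.7%; inactives centre near -7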
KCNQ1 block: human KCNQ1 channel inhibition; P51787; CHO-K1 KCNQ1, FluxOR thallium flux fluorescence; hits give high values; B-score at 10 µM; 310,000 tested, 1.3% active; AID 2642;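 active = compounds whose thallium flux B-score, printed positive for inhibition, exceeds three library SD while starting fluorescence stays within three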;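 also: channel opened by potassium depolarization with thallium stimulus after 20 min compound exposure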
Target sequence (P51787 whole entry, looked up): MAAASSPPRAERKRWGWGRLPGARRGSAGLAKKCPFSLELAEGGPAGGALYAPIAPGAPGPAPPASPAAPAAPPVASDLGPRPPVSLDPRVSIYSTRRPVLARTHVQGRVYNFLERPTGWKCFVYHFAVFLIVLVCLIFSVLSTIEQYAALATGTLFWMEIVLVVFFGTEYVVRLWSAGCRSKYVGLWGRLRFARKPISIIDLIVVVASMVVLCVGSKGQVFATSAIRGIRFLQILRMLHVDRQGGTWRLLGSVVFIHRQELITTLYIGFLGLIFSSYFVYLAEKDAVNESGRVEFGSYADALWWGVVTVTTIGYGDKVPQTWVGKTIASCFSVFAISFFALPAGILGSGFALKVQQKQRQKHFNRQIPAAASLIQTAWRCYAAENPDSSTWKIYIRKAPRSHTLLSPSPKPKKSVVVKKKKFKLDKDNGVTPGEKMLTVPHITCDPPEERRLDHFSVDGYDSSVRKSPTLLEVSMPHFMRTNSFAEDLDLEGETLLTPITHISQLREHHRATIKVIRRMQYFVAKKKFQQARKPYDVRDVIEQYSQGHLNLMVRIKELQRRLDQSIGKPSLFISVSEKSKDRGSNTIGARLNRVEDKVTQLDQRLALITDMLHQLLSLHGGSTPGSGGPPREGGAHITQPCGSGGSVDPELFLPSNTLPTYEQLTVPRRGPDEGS
Platelet DG rel: platelet dense granule release activity. 300,000 tested, 0.22% active. inhibition, %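 (compounds screened at 7.5 µM in platelet-rich plasma)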. AID 1663. human platelet-rich plasma, SFLLRN dense granule ATP release, luminescence;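 active = mean replicate score, as percent of positive control, at or above 50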
TRPC4 PAM: TRPC4 (mouse) allosteric potentiation; HEK293 TRPC4beta/mu-opioid, DAMGO EC20, Fluo-4 Ca2+ flux; hits give high values; Q9QUQ5; B-score at 10 µM; 310,000 tested, 0.42% active;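 active = B-score of calcium response area above 5 SD of library B-scores, with initial fluorescence ratio within 5 SD of library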;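 also: B-score of integrated fluorescence ratio over time as area under calcium response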
TRPC4 agonist: activators of mouse TRPC4 channel | Q9QUQ5 | HEK293 TRPC4beta/mu-opioid, Fluo4 calcium fluorescence; hits give high values | B-score at 10 µM | 310,000 tested, 0.49% active;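 active = B-score above 5 SD of library B-scores, and initial fluorescence ratio not above library mean plus 5 SD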;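 also: positive B-score marks a calcium rise read as TRPC4 activation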
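Test system: HEK293 cells stably co-expressing mouse TRPC4beta and mu-opioid receptor | Schedule: Fluo4 dye loading 45 min at room temperature, 110 s recording | Measured by: Kinetic Fluo4 calcium fluorescence, 5 s baseline at 1 Hz | Evaluation: B score of integrated ratio | Controls: Buffer (low) and maximal DAMGO (high)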
DYRK1A inh: inhibitors of rat Dyrk1A kinase; inhibition, % at 12.5 µM; 310,000 tested, 0.43% active; AID 504441; Q63470; ADP-Glo luminescence, NFATc1 peptide; in the data active = inhibition above about 50%;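 also: plate controls were vehicle with enzyme for no effect and no enzyme for full effect; many of its hits are not listed in these tables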
KCNK9 inh: inhibitors of human KCNK9 two-pore domain potassium channel; Q9NPC2; HEK293 KCNK9, FluxOR thallium flux fluorescence; hits give low values; B-score at 10 µM; 310,000 tested, 1.2% active; AID 488922;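 active = ratio B-score over 3 SD below the library mean, with starting fluorescence within 5 SD of its mean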;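 also: negative B-score means less thallium flux so channel inhibition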
Target sequence (Q9NPC2 whole entry, looked up, the tested form may be a part): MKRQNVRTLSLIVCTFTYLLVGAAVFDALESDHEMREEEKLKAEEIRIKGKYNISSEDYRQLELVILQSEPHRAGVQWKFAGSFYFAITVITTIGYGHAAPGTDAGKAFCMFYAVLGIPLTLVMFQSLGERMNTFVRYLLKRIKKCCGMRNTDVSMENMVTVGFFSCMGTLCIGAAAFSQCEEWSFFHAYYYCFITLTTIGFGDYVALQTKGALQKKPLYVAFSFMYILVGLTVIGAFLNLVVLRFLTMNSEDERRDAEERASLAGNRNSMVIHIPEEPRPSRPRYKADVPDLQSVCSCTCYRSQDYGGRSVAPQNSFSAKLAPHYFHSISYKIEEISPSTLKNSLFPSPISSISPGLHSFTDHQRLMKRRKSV
KCNQ1 act: potentiators or activators of human KCNQ1 potassium channel. CHO-K1 KCNQ1, thallium flux FluxOR fluorescence; hits give high values. B-score at 10 µM. 310,000 tested, 0.35% active;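 active = fluorescence ratio B-score, a plate-corrected score, at least three library SD, with initial intensity B-score within 5 SD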
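assay system = CHO-K1 cells stably expressing KCNQ1 | medium = assay buffer, equal DMSO in all wells | timing = 37 °C overnight plating, 90-min dark dye load, 20-min compound pretreatment | measured by = kinetic FluxOR thallium fluorescence, 10-s 1-Hz baseline, 110-s post-stimulus read | measure = fluorescence change relative to baseline, converted to B score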
KCNK3 inh: human KCNK3 channel inhibition, primary screen; O14649; CHO-KCNK3 thallium flux, FluxOR fluorescence; hits give low values; B-score at 10 µM; 340,000 tested, 0.84% active; AID 602410;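 active = B-score under library mean minus 4 SD, starting fluorescence ratio at most library mean plus 5 SD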;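 also: more negative B-score means stronger inhibition of thallium flux through KCNK3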
The depositor's hits bear a star; i = inactive; · = not tested or not shown.

Structure | PolyA inh | TRPC4 inh | hERG protect | KCNQ1 block | Platelet DG rel | TRPC4 PAM | TRPC4 agonist | DYRK1A inh | KCNK9 inh | KCNQ1 act | KCNK3 inh
Nn1c(SCC(=O)NC2CCCc3ccccc32)nnc1-c1cccs1 (stereo unspecified) | i | i | -9 | i | -1 | i | i | -4 | i | i | i
CC1Cc2ccccc2N1C(=O)COC(=O)c1ccc(S(=O)(=O)N(C)C)cc1 (stereo unspecified) | i | i | -3 | i | 1 | i | i | 6 | i | i | i
O=C(NCCOC(=O)c1ccc(F)cc1)c1ccc(F)cc1 | i | i | -7 | i | -2 | i | i | 5 | i | i | i
CCNC(=S)NNC(=O)c1cc(-c2cccc(OCC)c2)nc2ccccc12 | i | i | -16 | i | -3 | i | i | 1 | i | i | i
Cc1cc(C)c(S(C)(=O)=O)c(Oc2cccc(Cl)c2)n1 | i | i | -4 | i | -27 | i | i | 2 | i | i | i
COC(=O)c1cn[nH]c1NC(=S)Nc1ccc(C)cc1Cl | i | i | -15 | i | 3 | i | i | 5 | i | i | i
Cc1ccc(NC(=O)Cn2c(=S)[nH]c3ccccc32)cc1 | i | i | -9 | i | 1 | i | i | -6 | i | i | i
O=C(Nc1nnc(C2CC2)s1)c1cccc(S(=O)(=O)N2CC(c3ccccc3)CC2=O)c1 (stereo unspecified) | i | i | -4 | i | -14 | i | i | -4 | i | i | i
COc1ccc(CCNC(=O)C2CC(=O)N(c3ccccc3)C2)cc1OC (stereo unspecified) | i | i | -11 | i | -4 | i | i | -6 | i | i | i
CCOC(=O)CN(C(=O)CN1CCOCC1)c1ccc(Br)cc1 | i | i | -8 | i | 2 | i | i | 1 | i | i | i
CC(C)c1c(C#N)c(N)nc(SCC(=O)c2cc3ccccc3oc2=O)c1C#N | i | i | -4 | i | 7 | i | i | -2 | i | i | i
C=CCNC(=O)Cn1c(=O)c2c(ncn2CCC(C)C)n(Cc2ccccc2)c1=O | i | i | -5 | i | 3 | i | i | 5 | i | i | i
COCCn1c(C)cc(C(=O)CSc2cc(C)c3ccccc3n2)c1C | i | i | -10 | i | 4 | i | i | -6 | i | i | i
COc1ccccc1NC(=O)c1ccc(NC(=O)CSc2nnnn2C)cc1 | i | i | -3 | i | -3 | i | i | -7 | i | i | i
CCOc1ccccc1N1CCN(S(=O)(=O)c2cccs2)CC1 | i | i | -2 | i | -3 | i | i | -5 | i | i | i
CCOc1ccc(NC(=O)Cc2c(O)c3ccccc3[nH]c2=O)cc1 | i | i | -7 | i | 3 | i | i | -3 | i | i | i
Cc1ccc(S(=O)(=O)Nc2ccc(-c3ccc4nncn4n3)cc2)cc1 | i | i | -7 | i | 19 | i | i | 16 | i | i | i
CN1CCN(NC(=O)NC2CCCCC2)CC1 | i | i | -13 | i | -7 | i | i | · | i | i | i
CSc1ccc(/C=C/C(=O)OCC(=O)N(C)CCC#N)cc1 | i | i | -7 | i | 21 | i | i | 2 | i | i | i
O=C(N/N=C\c1cc2c(cc1Cl)OCO2)c1cccs1 | · | i | -10 | i | 0 | i | i | -3 | i | i | i
C=CCn1c(Br)nc2c1c(=O)n(C)c(=O)n2C | i | i | -7 | i | 3 | i | i | 35 | i | i | i
O=C1c2cccc3c(N4CCCCC4)ccc(c23)C(=O)N1c1cccc(O)c1 | i | i | -20 | i | 1 | i | i | 15 | i | i | i
CCOC(=O)c1c(C)oc(NC(=O)COc2ccc(Cl)cc2C)c1C#N | i | i | -7 | i | 1 | i | i | 3 | i | i | i
CCOC(=O)c1ccc(-n2ccnc2)c(NC(=O)c2ccc(C(C)(C)C)cc2)c1 | i | i | -6 | i | 2 | i | i | -3 | i | i | i
O=C(O)[C@H](Cc1ccccc1)N1C(=O)c2c(Cl)c(Cl)c(Cl)c(Cl)c2C1=O | i | i | -28 | i | 8 | i | i | 3 | i | i | i
COc1cc(N2CN=c3s/c(=C\c4ccccn4)c(=O)n3C2)cc(OC)c1OC | i | i | -7 | i | 7 | i | i | 53* | i | i | i
CCOc1ccc(N2C(=O)CC(N3CC(C)OC(C)C3)C2=O)cc1 (stereo unspecified) | i | i | -5 | i | 3 | i | i | -2 | i | i | i
Cc1snc(SCC(=O)N/N=C(\N)COc2ccc(F)cc2)c1C#N | i | i | -7 | i | -1 | i | i | -10 | i | i | i
Cc1c(CCO)c(=O)oc2n[nH]c(-c3ccccc3)c12 | i | i | 2 | i | 4 | i | i | 3 | i | i | i
COCc1nc(-c2cc(OC)c(OC)c(OC)c2)no1 | i | i | -8 | i | 4 | i | i | -1 | i | i | i
COc1cccc(NC(=O)CN(C)C(=O)c2ccccc2OCc2c(C)noc2C)c1 | i | i | -15 | i | 6 | i | i | 12 | i | i | i
Cn1c(=O)c2sccc2n2c(CCCC(=O)NC3CCN(Cc4ccccc4)CC3)nnc12 | i | i | -4 | i | 5 | 14* | i | -6 | i | i | i
Cn1ncc(Oc2ccc([N+](=O)[O-])cc2)c(Cl)c1=O | i | i | 1 | i | 6 | i | i | · | i | i | i
COc1ccc(N2C(=O)CC(Sc3ccccc3C(=O)O)C2=O)c([N+](=O)[O-])c1 (stereo unspecified) | i | i | -10 | i | 4 | i | i | -2 | i | i | i
Cc1cc(C)c2c(c1)NC(c1cc3c(cc1Br)OCO3)C1CC=CC21 (stereo unspecified) | i | i | -11 | i | -2 | i | i | -1 | i | i | i
O=C1C=C(Nc2ccc(Cl)cc2)C(=O)N1c1ccc(Cl)cc1 | i | i | -5 | i | 2 | i | i | -5 | i | i | i
COc1ccc(C(=O)Nc2ccc3nc4n(c(=O)c3c2)CCCC4)cc1[N+](=O)[O-] | i | i | -7 | i | -8 | i | i | · | i | i | ·
COc1ccc(CN2CCN(CC3CC3)CC2CCO)c(C)c1C (stereo unspecified) | i | i | -6 | i | -2 | i | i | -1 | i | i | i
Cc1cc(C(=O)Nc2sc(C)c(C)c2C#N)c(C)o1 | i | i | -7 | i | 12 | i | i | 6 | i | i | i
CN1CCN(S(=O)(=O)c2cccc(C(=O)N3CCc4ccccc43)c2)CC1 | i | i | -5 | i | 5 | i | i | 0 | i | i | i
COc1ccc(S(=O)(=O)N2CCOCC2)cc1NC(=O)CSc1cccc[n+]1[O-] | i | i | -13 | i | -5 | i | i | -4 | i | i | i
O=C(OCCN1C(=O)CCC1=O)c1ccc(S(=O)(=O)N2CCCCC2)cc1 | i | i | -4 | i | 12 | i | i | -1 | i | i | i
CCc1ccccc1NC(=O)CCCSc1nc2ccccc2s1 | i | i | -11 | i | -7 | i | i | 3 | i | i | i
CCCNCC1C(Oc2ccc(Cl)cc2)C(=O)N1c1ccccc1C (stereo unspecified) | i | i | -9 | i | 13 | i | i | -13 | i | i | i
O=C(NCCOc1ccccc1F)Nc1ccc(Br)cc1 | i | i | -14 | i | 1 | i | i | -5 | i | i | i
Cc1ccc(CCNC(=O)C2CC(=O)N(C3CCCCC3)C2)cc1 (stereo unspecified) | i | i | -5 | i | -11 | i | i | 0 | i | i | i
COC(=O)c1nn(-c2ccc(OC)cc2)c(=O)cc1O | i | i | -3 | i | -3 | i | i | 3 | i | i | i
O=c1cc(O)nc(SCc2ccccc2)n1-c1ccc(F)cc1 | i | i | -7 | i | -10 | i | i | -6 | i | i | i
O=C(Nc1cccc(S(=O)(=O)Nc2ccc(Cl)cc2)c1)c1cc2c(s1)CCCC2 | i | i | -9 | i | -5 | i | i | 5 | i | i | i
COc1ccc(/C=N/N2CCN(Cc3ccc(C)cc3)CC2)cc1Br | i | i | -3 | i | -1 | i | i | 6 | i | i | i
COc1cccc(C2CC(c3ccccc3)=NN2S(=O)(=O)c2ccc(C)cc2)c1OC (stereo unspecified) | · | i | -6 | i | -3 | i | i | -4 | i | i | i
CC1(C)CC(=O)C(N=Nc2cccc([N+](=O)[O-])c2)=C(O)C1 | i | i | -6 | i | 8 | i | i | -6 | i | i | i
CCC(=O)c1ccc(OC(C)C(=O)NC2(C#N)CCCCC2)cc1 (stereo unspecified) | i | i | -1 | i | 0 | i | i | -3 | i | i | i
CSc1nc2nc(C(F)(F)F)cc(-c3ccccc3)n2n1 | i | i | -3 | i | 1 | i | i | -5 | i | i | i
CCC(CC)C(=O)Nc1cccc(C(=O)Nc2ccc(S(N)(=O)=O)cc2)c1 | i | i | -14 | i | 2 | i | i | -3 | i | i | i
O=C(O)[C@H]1CCCC[C@H]1C(=O)NCCNC(=O)[C@@H]1CCCC[C@@H]1C(=O)O | i | i | -7 | i | -4 | i | i | -5 | i | i | i
COc1ccccc1-c1noc(CCCC(=O)NC2CCCCC2)n1 | i | i | -2 | i | -11 | i | i | 4 | i | i | i
CNS(=O)(=O)c1cccc2cccnc12 | i | i | -1 | i | 0 | i | i | -4 | i | i | i
CCOC(=O)C(C(=O)OCC)N(C#N)c1nc(SC)nc(N(C)C)n1 | i | i | -4 | i | -4 | i | i | -8 | i | i | i
CCN1C(=O)CSc2ccc(C(=O)NCCCN3CCOCC3)cc21 | i | i | -14 | i | 0 | i | i | -2 | i | i | i

The results go on:
Structure | PolyA inh | TRPC4 inh | hERG protect | KCNQ1 block | Platelet DG rel | TRPC4 PAM | TRPC4 agonist | DYRK1A inh | KCNK9 inh | KCNQ1 act | KCNK3 inh
O=C(Cc1ccc(Br)cc1)Nc1cccc(-c2cn3c(n2)SCC3)c1 | i | i | -13 | i | 3 | i | i | · | i | i | i
CC(C)Oc1ccc(C(=O)NC(=S)Nc2ccc(CN3CCOCC3)cc2)cc1 | i | i | -8 | i | -10 | i | i | 2 | i | i | i
CC(C)(C)NC(=O)CSc1nc2cccnc2n1C1CCCCC1 | i | i | -9 | i | 5 | i | i | · | i | i | i
O=C(NCCCN1CCOCC1)C1CC(=O)N(c2ccccc2)C1 (stereo unspecified) | i | i | -11 | i | -5 | i | i | -3 | i | i | i
Cc1csc(CNC(=O)CC2C(=O)NCCN2Cc2ccc(F)cc2Cl)n1 (stereo unspecified) | i | i | -14 | i | 2 | i | i | -7 | i | i | i

Assay outcomes deposited in PubChem by several laboratories.

An excerpt; rates above refer to the full screens.
